Bioassay records as filed in PubChem BioAssay.
AID inh – blocks human AID cytidine deaminase activity. AID deamination FRET fluorescence, UDG-coupled, 4 h. Q9GZX7. Potency, µM (top dose mostly 115 µM), for inactives: at the highest dose activity change, negative = inhibition, actives largely listed as inhibitors. actives 0.32% (n = 91,000); note: nearly all actives have a fitted effect of over 25% in size
Target sequence (Q9GZX7 whole entry, looked up): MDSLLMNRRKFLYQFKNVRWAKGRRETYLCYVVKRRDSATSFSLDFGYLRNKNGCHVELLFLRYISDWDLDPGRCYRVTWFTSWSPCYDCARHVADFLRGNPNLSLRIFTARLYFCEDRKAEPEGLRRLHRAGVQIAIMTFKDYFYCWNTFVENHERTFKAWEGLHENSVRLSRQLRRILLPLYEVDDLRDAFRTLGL
UDG counterscr – counter-screen for AID inhibitors: uracil-DNA glycosylase inhibition. FRET deamination/UDG coupled assay, UDG read, 4 h. Potency, µM (series often up to 115 µM), without a hit: at the highest dose activity change, negative = inhibition, actives largely listed as inhibitors. actives 0.14% (n = 91,000). AID 1347430; note: nearly all actives have a fitted effect of over 65% in size
Active calls of the source: *; ? = inconclusive; & = joins results of further samples; [ ] = remark or other dose. Calls come from the whole dose curve; as a rule, active = well fitted curve in the direction sought with a large enough effect; inconclusive = small, poorly fitted or top-dose-only effect, or another doubt; inactive = no such curve, though single readings can be large; an effect the other way counts as inactive or inconclusive. % is set by controls: 0 for no effect and ±100 for the full control effect; potency is the fitted concentration of half-maximal effect. A portion of the library; count on the stated rates, not on these rows.

SMILES | AID inh | UDG counterscr
O=C(NCc1cccc(C(F)(F)F)c1)OCC(F)(F)F | 1% | -13%
CC(=O)Cc1c(C)n[nH]c1C | 6% | 6%
Cc1ccc(C(C)C)c(OCC(O)CNCc2ccccc2)c1 (centres undefined) | -5% | -3%
O=C(NCCNc1ncccc1C(F)(F)F)Nc1ccccc1F | -4% | -3%
CC1CCN(S(=O)(=O)c2ccc3nc(NC4CCCCCC4)ccc3c2)CC1 | -20% | -10%
COC(=O)CC(NC(=O)c1cc2ccccc2oc1=O)c1ccccc1 (centres undefined) | -5% | 7%
O=C(O)c1ccc(/C=C/C(=O)c2cccc(N3CCOCC3)c2)cc1 | -6% | -3%
Cc1cc(C)c(NC(=O)CN2CCN(c3ccccc3)CC2)c(Cl)c1 | -13% | 0%
Cc1nc2c(-c3ccccc3)c(C)nn2c(C)c1CCC(=O)NCCc1ccccc1 | ? | -7%
CSc1ccc(Cl)c(C(=O)NCCC2=CCCCC2)c1 | -9% | -2%
Cc1ccc2cc(C(=O)NCc3cccnc3-n3cccn3)c(C)nc2c1 | 1% | 8%
O=C(OCC(F)(F)F)c1cc([N+](=O)[O-])cc([N+](=O)[O-])c1 | -4% | -3%
Cc1ccc(NC(=O)c2nc(S(C)(=O)=O)ncc2N(Cc2ccco2)Cc2cccs2)c(C)c1 | 7% | -2%
Cc1ccc(C(=O)C(C)Oc2ccc(C#N)cc2)cc1C (centres undefined) | -15% | -8%
CC1CN(C(=O)CCC(=O)Nc2cc(F)ccc2F)c2ccccc2S1 (centres undefined) | -12% | -5%
Cc1ccc(-n2ncc(C(=O)NCCCN3CCN(c4cccc(Cl)c4)CC3)c2-n2cccc2)cc1 | ? | -9%[57.5 µM]
COc1cccc(-c2cc(C(F)(F)F)n3ncc(C(=O)OC(C)C)c3n2)c1 | ? | -16%
O=C(Cc1cccc(F)c1)NCC1CCN(Cc2cccs2)CC1 | -7% | 4%
COC(=O)C1=C(C)NC(=O)C1(NC(=O)c1cc(OC)c(OC)c(OC)c1)C(F)(F)F (centres undefined) | 1%&6% | -2%&27%
CCc1ccc(N2CCn3c2nc2c3c(=O)n(C/C=C/c3ccccc3)c(=O)n2C)cc1 | 10% | 1%

2 entries from above, with each value named.
COC(=O)CC(NC(=O)c1cc2ccccc2oc1=O)c1ccccc1 (centres undefined)
  AID inh: -5%
  UDG counterscr: 7%

CC1CN(C(=O)CCC(=O)Nc2cc(F)ccc2F)c2ccccc2S1 (centres undefined)
  AID inh: -12%
  UDG counterscr: -5%

Later entries:
SMILES | AID inh | UDG counterscr
CC(C)C(=O)Nc1ccc(-c2nc3cc(Cl)ccc3o2)cc1 | 21% | 3%
CCN1CCN(CCCNC(=O)Cn2nc(C)n3c(cc4cc(C)ccc43)c2=O)CC1 | -1% | -5%
O=C(CN1C(=O)CCc2cc(S(=O)(=O)N3CCOCC3)ccc21)Nc1cccc(Cl)c1 | -8% | -12%
CC(N)C1CC2CCC1C2 (centres undefined) | 2% | 1%
CCn1ccc2cc(S(=O)(=O)N3CCCN(C(=O)Nc4ccc(C)cc4)CC3)ccc21 | -18% | -7%
CCCOc1ccc(-c2nc(N3CCC(C)CC3)c3ccccc3n2)cc1 | 2% | 65%[activator]
Cc1ccccc1CN1CCCN(c2cccc(C(=O)NCc3ccc4c(c3)OCO4)c2)C1=O | -5% | 9%
CCc1ccccc1NC(=O)c1sc2nc3n(c(=O)c2c1C)CCC3 | -15% | 3%
COc1ccc(-c2coc3cc(OCCN4CCN(C)CC4)ccc3c2=O)cc1 | -5% | -3%
CN(C)CCNCc1ccc(C(F)(F)F)cc1 | 1% | 1%
Cc1cc(NC(=O)C2CC2)sc1C(=O)NC(C)c1ccc(Cl)cc1 (centres undefined) | 3% | 7%
Cc1[nH]c2ccccc2c1C(=O)NCc1ccccc1 | -5% | -2%
Cc1ccc(CNC(=O)Cn2cc(C(=O)c3ccc(F)cc3)c(=O)c3ccc(C)nc32)cc1 | -6% | -11%
O=C(Nc1ccc2oc(-c3cccnc3)nc2c1)c1cccc(Br)c1 | 2% | -1%
O=C(NCCS(=O)(=O)N1CCN(c2cccc(Cl)c2)CC1)C(c1ccccc1)c1ccccc1 | -20% | 1%
Cc1cccc(NC(=O)Cc2csc(COc3cccc(C)c3)n2)c1 | ? | -13%
CCOc1ccccc1NC(=O)c1c(NCc2sccc2C)sc2c1CCCCC2 | 91%[activator] | 3%
CC(N(C)C(=O)Cc1cccc(F)c1)C(C)(C)C (centres undefined) | -14% | -12%
CC(C)CC(=O)NN=C1CCC(C(C)(C)C)CC1 (centres undefined) | -10% | -20%
Cc1ccc(-n2c3c(c(=O)[nH]c2=O)C(C(F)(F)F)(C(F)(F)F)N=C(c2ccco2)N3)cc1 | -12% | 27%

The results go on:
SMILES | AID inh | UDG counterscr
Cc1ccc(S(=O)(=O)N2CCN(CCNC(=O)c3ccc(C(F)(F)F)cc3)CC2)cc1 | -13% | -4%
Cc1ccc(CNCc2ccc(-c3ccc(F)cc3)o2)cc1 | -6% | -5%
O=C(Nc1c(C(=O)c2ccc(F)cc2)oc2ccccc12)c1cc(-c2ccccc2)on1 | 27% | 8%
COC(=O)c1c(NC(=O)COc2ccc(Cl)cc2C)sc2c1CCCCC2 | 8% | -6%
COCCn1c(C)cc(C(=O)CSc2nc3ccc(OC)cc3[nH]2)c1C | 5% | 9%
Cc1nc2nc(N)nn2c(C)c1CCC(=O)NCCC(C)C | -6% | -8%
O=C1OC(=O)C2C3CCC(O3)C12 (centres undefined) | -1% | 3%
COc1ccc(C(=O)n2nc(-c3ccc(Cl)cc3)nc2NCc2ccco2)cc1 | 12% | 4%[57.5 µM]
O=C(Cc1ccc(F)cc1)NCCc1csc2nc(-c3ccc(Cl)cc3)nn12 | -3% | 5%
CC(C)Oc1ccccc1CN1C(=O)C(=O)c2ccccc21 | -19% | 0%
CCCCc1ccc(NC(=O)c2ccc3c(c2)CCN3S(=O)(=O)CC)cc1 | 6% | -25%
Cc1ccc(NC(=O)CSCc2cc(=O)c3ccccc3[nH]2)c(C)c1 | 30% | -9%[57.5 µM]
CC(NC(=O)c1cc(-c2ccccc2)n[nH]1)c1ccc(S(C)(=O)=O)cc1 (centres undefined) | 4% | 3%
COc1ccc(NC(=O)c2cc(=O)c3cc(C)cc(C)c3o2)cc1 | 30%[57.5 µM] | 3%[57.5 µM]
COc1ccc(OC)c(C2CC(=O)N(c3sc4c(c3C#N)CCCCC4)C3=C2C(=O)CCC3)c1 (centres undefined) | -13% | -1%
O=C(Cn1nc(-c2cccs2)c2ccccc2c1=O)Nc1ccccc1 | -1% | -6%
Cc1ccccc1/C=C(\C#N)c1nc2ccccc2[nH]1 | -12% | -1%
COC(=O)c1ccc(OC(=O)c2cc(Cl)ccc2Cl)cc1 | 19% | 11%
CCn1c(CCNC(=O)c2ccccc2F)nnc1SCC(=O)N1CCc2ccccc21 | -3% | -4%
O=C(O)c1ccc(-c2ccc(Cl)c(Cl)c2)cc1F | -23% | -5%

More results:
SMILES | AID inh | UDG counterscr
COc1ccc(CCNc2nc(SCc3ccc(Cl)cc3)nc3ccccc23)cc1OC | 1% | 0%[57.5 µM]
Cc1c(CCl)cc(C(=O)O)cc1CCl | -3% | -5%
CN(C)CCCNc1nc(-c2ccco2)c2c(c1C#N)CCCC2 | -14% | 0%
O=C(Nc1cc(Cl)ccc1F)C12CC3CC(CC(C3)C1)C2 | 3% | 9%
CC(CNC(=O)c1ccc2nc(Cc3ccccc3)oc2c1)c1ccccc1 (centres undefined) | 13% | 5%
CCCCn1cc(S(=O)(=O)c2ccc(C)cc2)c(=O)c2cc(F)c(N3CCCCC3)cc21 | -25% | -21%
Cc1ccc(Sc2ccc(F)cc2)nc1 | -10% | -11%
CS(=O)(=O)N1CCCC(C(=O)Nc2ccc(SC3CCCC3)cc2)C1 (centres undefined) | 2% | 10%
Cc1ccc(OCC(=O)N(Cc2ccc(Cl)cc2)CC2CCCO2)cc1C (centres undefined) | ? | -14%
COc1ccc(CCNC(=O)Cn2c(-c3ccc(F)cc3)cc(C(C)=O)c2C)cc1OC | ? | 58%[activator]
COC(=O)CSc1nc2sc3c(c2c(=O)n1-c1ccccc1C)CC(C)(C)OC3 | 66%[activator] | 25%
O=C1N(Cc2ccccc2)c2ccc(Cl)cc2C1(O)c1c[nH]c2ccccc12 (centres undefined) | -6% | -11%
CCOc1ccc(-n2cc(-c3ccccc3)c3c(N4CCN(c5ccccc5OC)CC4)ncnc32)cc1 | ? | -2%[57.5 µM]
Cc1ccc(C2CCN(C(=O)c3cnn(-c4cccc(Cl)c4)c3C3CCN(C(=O)OC(C)(C)C)CC3)C2)cc1 (centres undefined) | ? | -2%
N#Cc1ccc(C(=O)N(Cc2cccs2)C2CC2)cc1 | -2% | 2%
O=C(NCCCc1ccccc1)C12CC3CC(CC(C3)C1)C2 | -5% | 0%
CCCc1nc(N2CCN(CC(=O)N3CCCC3)CC2)c(C#N)c2c1CCC2 | ? | 0%
O=C(O)CNc1ccccc1 | 12% | 1%
Cc1ccc(NC(=O)Cc2coc3c(C)c(C)ccc23)c(C)c1 | 3% | 2%
O=C(Cn1cnc2onc(-c3ccc(F)cc3)c2c1=O)N1CCN(c2ccccc2F)CC1 | -15% | 1%

Additional compounds
SMILES | AID inh | UDG counterscr
COc1cccc(NC(=O)c2ccc(-c3nc(COc4ccc(C)cc4)c(C)o3)cc2)c1 | -3% | -3%
CCOC(=O)c1ccoc1COC(=O)c1[nH]c(C)c(C(=O)OC)c1C | 8% | 3%
O=C(Nc1cccc(S(=O)(=O)NC2=NCCC2)c1)C1(c2ccccc2)CCCC1 | 8% | 4%
CCN(c1ccc(-c2csc(Cc3ccccc3)n2)cc1)S(C)(=O)=O | 13% | -6%
Cc1ccc(-c2onc(C)c2C)cc1S(=O)(=O)N1CCc2ccccc21 | -16% | -15%
CCc1cccc(NC(=O)CCS(=O)(=O)c2ccc3nc(C)sc3c2)c1 | 5% | 9%
CC(=O)c1[nH]c(C)c(C(=O)NCCc2ccc(C)cc2)c1C | 6% | 4%
CCC(=O)NC1(C(F)(F)F)N=C(c2ccccc2)N(CCCc2ccccc2)C1=O (centres undefined) | 4% | 2%
Cc1ccc(CCNC(=O)CCn2nc(-c3ccc(Cl)cc3)ccc2=O)cc1 | 6% | -14%
Cc1nc(-c2ccc(S(=O)(=O)N3CCN(c4cc(Cl)ccc4C)CC3)cc2)co1 | ? | -7%
CCNC(=O)C1CCN(c2nnc(C)c3c(C)n(-c4ccc(OC)cc4)nc23)CC1 | 17% | 3%
Cc1cn2c(C(=O)c3ccccc3)c(-c3ccccc3)cc2cc1-c1ccccc1 | -8% | -8%
C#CC[N+](C)(CC#CC=C)Cc1ccccc1 (centres undefined) | -3% | 3%
CCC(C)NC(=O)CCNC(=O)NCc1ccccc1 (centres undefined) | -2% | 1%
Cc1nc(CN2CCN(C(=O)NC(C)c3ccccn3)CC2)cs1 (centres undefined) | 4% | -10%
O=C1NC(NS(=O)(=O)c2ccccc2)(C(F)(F)F)C(=O)N1CCc1ccccc1 (centres undefined) | 12% | -15%
CC(C)NC(=O)C(=O)NC1CC(C)(C)NC(C)(C)C1 | -7% | -9%
Cc1cc(C)c(NC(=O)CSC2=Nc3ccccc3C3=NC(CC(=O)NCc4cccs4)C(=O)N23)c(C)c1 (centres undefined) | ? | -10%
COc1ccc(Nc2ncnc3c2cnn3-c2ccc(C)cc2C)cc1 | -20% | -18%
C=C(C)Cn1c(NCCCCCC)nc2c1c(=O)[nH]c(=O)n2C | -11% | -1%

Compound profiles, as listed above. Values in the order: AID inh | UDG counterscr
`CCOC(=O)c1ccoc1COC(=O)c1[nH]c(C)c(C(=O)OC)c1C` in the list: 8% | 3%
`C#CC[N+](C)(CC#CC=C)Cc1ccccc1` (centres undefined) in the list: -3% | 3%
`CCC(C)NC(=O)CCNC(=O)NCc1ccccc1` (centres undefined) in the list: -2% | 1%
`CC(C)NC(=O)C(=O)NC1CC(C)(C)NC(C)(C)C1` in the list: -7% | -9%
`O=C(Nc1cccc(S(=O)(=O)NC2=NCCC2)c1)C1(c2ccccc2)CCCC1` in the list: 8% | 4%

Next part.
SMILES | AID inh | UDG counterscr
Cc1ccc(C)c(NC(=O)CC2(C(=O)O)CCCC2)c1 | 9% | 4%
CCCn1c(CN2CCCCCC2)nc2cc(NC(=O)Cn3nc(C)c4ccccc4c3=O)ccc21 | -17% | -8%
CCCCCCn1c(NCCOC)nc2c1c(=O)[nH]c(=O)n2C | 0% | 1%
O=C(NCc1ccncc1)c1cc(-c2ccco2)nc2ccccc12 | -3% | 5%
Cc1cc(=O)oc2c(C)c(OCC(=O)NCCCN(C)C)ccc12 | 0% | 0%
COc1ccc(Cl)cc1NC(=O)CCn1nc(C)cc1C | 6% | 2%
CNC(=S)NNC(=O)c1ccc(C)c(Cl)c1 | 4% | 2%
O=C(c1ccccc1)N(Cc1cccc2[nH]ccc12)C1CC1 | -10% | 6%
O=C(NCC(c1ccccc1)c1c[nH]c2ccccc12)c1ccccn1 (centres undefined) | -12% | -15%
Cc1cc2ccccc2n1CCNC(=O)c1ccc(Br)cc1 | -7% | -9%
O=C(Nc1cccc(-c2nc3ccccc3o2)c1)C(F)(F)F | ? | -19%
Cc1ccc(C)c(N2C(=O)N(Cc3cc(=O)n4ccccc4n3)c3ccccc3S2(=O)=O)c1 | ? | -15%
Cc1oc(-c2cccc(Cl)c2)nc1CN1CCCC(C(=O)N2CCN(c3ccc(F)cc3)CC2)C1 (centres undefined) | ? | ?
O=C(CCCCCn1c(=O)[nH]c2ccccc2c1=O)NCc1ccccc1 | 3% | 0%
Cn1c(=O)[nH]c(=O)c2c1nc1n2CCN1c1ccccc1 | ? | -2%
